Assay outcomes from PubChem.
M1 PAM parental: nonselective activator or artifact in parental CHO-K1 calcium assay | ATP EC20, Fluo-8 calcium fluorescence; 0% at ATP EC20, 100% at ATP max | activation, % at 3 µM | actives 0.02% (n = 360,000);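 active = activation above the run cutoff, the mean activation of all test compounds plus 3 SD, cut at about 40% in these data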;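 also: peak over basal fluorescence ratio in a 140 s read after ATP addition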
CHRM4 antagonist: CHRM4 antagonism in calcium assay. P08173. CHO-hM4 cells, ACh EC80, Fluo-8 calcium fluorescence. inhibition, % at 3 µM. actives 0.73% (n = 360,000). AID 624125;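 active = inhibition above its plate's cutoff, the mean inhibition of sample wells plus 3 SD, cut at about 27% in these data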;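 also: 0% = acetylcholine EC80 with DMSO and 100% = DMSO without agonist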
Target sequence (P08173 whole entry, looked up): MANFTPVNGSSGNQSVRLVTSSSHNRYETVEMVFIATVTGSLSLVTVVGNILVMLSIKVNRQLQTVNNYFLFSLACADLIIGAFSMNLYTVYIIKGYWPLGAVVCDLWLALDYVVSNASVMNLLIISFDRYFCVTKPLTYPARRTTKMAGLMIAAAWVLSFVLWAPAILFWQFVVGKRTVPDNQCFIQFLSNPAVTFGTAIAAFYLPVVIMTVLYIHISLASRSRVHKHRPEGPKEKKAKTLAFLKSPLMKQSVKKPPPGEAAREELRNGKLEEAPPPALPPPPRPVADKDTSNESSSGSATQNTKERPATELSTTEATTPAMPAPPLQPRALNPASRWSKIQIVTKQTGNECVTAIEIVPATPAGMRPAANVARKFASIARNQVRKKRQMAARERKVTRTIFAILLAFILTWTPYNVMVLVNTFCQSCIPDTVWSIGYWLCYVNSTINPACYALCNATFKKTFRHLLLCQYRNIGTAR
CHO-K1 Ca antag: M1 antagonist counterscreen hit in parental CHO-K1 cells | ATP-induced calcium, Fluo-8 fluorescence | inhibition, % at 3 µM | actives 0.6% (n = 360,000);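 active = inhibition above a per-plate cutoff, the plate's mean sample inhibition plus 3 SD, cut at about 24% in these data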;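 also: 0% = DMSO plus EC80 ATP and 100% = DMSO alone without ATP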
M4 ag: CHRM4 agonism in calcium assay. activation, % at 3 µM. P08173. AID 624127. actives 0.14% (n = 360,000). CHO-K1 hM4/Gqi5, Fluo-8 calcium fluorescence; vehicle 0%, full acetylcholine response 100%;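 active = activation above the run mean over all test wells plus 3 SD, cut at about 32% in these data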;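 also: peak over basal fluorescence ratio per well then scaled between controls; 0% = DMSO wells and 100% = acetylcholine at EC100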
CHRM5 antagonist: CHRM5 antagonism in calcium assay; P08912; CHO-hM5 cells, Fluo-8 calcium fluorescence, ACh EC80; inhibition, % at 3 µM; actives 0.59% (n = 360,000); AID 624040;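 active = inhibition above a per-plate cutoff, the mean of that plate's test compounds plus 3 SD, cut at about 27% in these data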;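 also: 0% = acetylcholine EC80 with DMSO and 100% = DMSO without agonist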
Target sequence (P08912 whole entry, looked up): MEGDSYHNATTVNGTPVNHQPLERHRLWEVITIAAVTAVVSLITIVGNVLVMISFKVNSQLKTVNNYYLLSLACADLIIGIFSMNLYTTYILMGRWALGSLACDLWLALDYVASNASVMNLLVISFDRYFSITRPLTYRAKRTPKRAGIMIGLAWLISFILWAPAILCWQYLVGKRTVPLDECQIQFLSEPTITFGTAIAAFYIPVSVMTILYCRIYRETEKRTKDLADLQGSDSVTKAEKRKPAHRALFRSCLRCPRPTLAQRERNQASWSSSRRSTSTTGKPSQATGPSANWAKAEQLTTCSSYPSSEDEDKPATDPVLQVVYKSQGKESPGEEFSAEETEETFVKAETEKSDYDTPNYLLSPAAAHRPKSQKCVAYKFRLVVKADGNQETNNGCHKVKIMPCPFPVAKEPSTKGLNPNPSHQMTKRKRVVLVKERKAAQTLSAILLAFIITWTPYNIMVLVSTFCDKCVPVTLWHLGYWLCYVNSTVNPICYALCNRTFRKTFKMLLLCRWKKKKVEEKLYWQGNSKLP
M5 PAM: potentiates acetylcholine response at human M5 receptor. P08912. CHO-K1 hM5, Fluo-8 calcium, ACh EC20 PAM; 0% = ACh EC20, 100% = ACh EC100. activation, % at 3 µM. actives 0.3% (n = 360,000);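 active = activation above the run cutoff, the mean activation of all test compounds plus 3 SD, cut at about 18% in these data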
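System – CHO-K1 hM5 cells · Compound – 3 µM, single dose · Incubation – compound preincubation 140 s before EC20 acetylcholine addition · Technique – Fluo-8 calcium fluorescence · Measure – Max/basal fluorescence ratio as % of EC20–EC100 ACh window · Benchmarks – low control EC20 acetylcholine (0%), high control EC100 acetylcholine (100%) · Replication – singlicate, one well per test compound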
M4 PAM: positive allosteric modulators of human muscarinic M4 receptor; CHO-K1 hM4/Gqi5, Fluo-8 calcium fluorescence, ACh EC20; 0% = ACh EC20, 100% = maximal ACh; activation, % at 3 µM; P08173; actives 0.4% (n = 360,000);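 active = activation above its plate's cutoff, the mean activation of sample wells plus 3 SD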; also: some results filed as inactive read as strong as hits
CHO-K1 Ca ag: nonselective activator or artifact in parental CHO-K1 cells; Fluo-8 calcium fluorescence; scaled to maximal ATP response, vehicle zero; activation, % at 3 µM; actives 0.48% (n = 360,000); AID 602248; in the data active = activation above about 15%;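 also: untransfected CHO-K1 host cells lacking M1 receptor as counterscreen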
CHRM5 agonist: agonists of human muscarinic M5 receptor (CHRM5); P08912; CHO-K1 hM5 cells, Fluo-8 calcium fluorescence; 0% DMSO wells, 100% maximal acetylcholine response; activation, % at 3 µM; actives 0.19% (n = 360,000);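 active = activation above the run's mean over test compounds plus 3 SD, cut at about 23% in these data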;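 also: signal is peak over basal fluorescence ratio across the kinetic read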
* marks the source's active call; other numbers are inactive results.

Screening CCOC(=O)c1c(C)nsc1NC(=O)C1CCCCC1 returned M1 PAM parental 3, CHRM4 antagonist -26, CHO-K1 Ca antag -1, M4 ag -1, CHRM5 antagonist -10, M5 PAM 8, M4 PAM 14*, CHO-K1 Ca ag -0.6 and CHRM5 agonist 3.
For COc1ccc(CN=C2NC(=O)CC(C(=O)Nc3ccc(Cl)cc3)S2)cc1 (stereo unspecified) the results were M1 PAM parental 9, CHRM4 antagonist 10, CHO-K1 Ca antag 4, M4 ag 1, CHRM5 antagonist 0, M5 PAM -4, M4 PAM -6, CHO-K1 Ca ag 0.4 and CHRM5 agonist 1.
`Cc1nc(NC(=O)c2ccco2)sc1C(=O)O` gave M1 PAM parental 15, CHRM4 antagonist -4, CHO-K1 Ca antag -6, M4 ag 1, CHRM5 antagonist 9, M5 PAM 3, M4 PAM 1, CHO-K1 Ca ag 0.6 and CHRM5 agonist 0.
For CC1(C)CC(=O)C=C(NNC(=O)c2ccc(N)cc2)C1 the results were M1 PAM parental 16, CHRM4 antagonist -12, CHO-K1 Ca antag -18, M4 ag 1, CHRM5 antagonist 20, M5 PAM -8, M4 PAM 8, CHO-K1 Ca ag 0.8 and CHRM5 agonist 1.
For COc1ccc(C(=O)n2nc(-c3ccc(Cl)cc3)nc2N)cc1OC the results were M1 PAM parental 5, CHRM4 antagonist -3, CHO-K1 Ca antag 5, M4 ag 1, CHRM5 antagonist -3, M5 PAM 0, M4 PAM 15, CHO-K1 Ca ag 0.0 and CHRM5 agonist 4.
Screening COc1ccc(NS(=O)(=O)c2ccc(C(=O)Nc3c(C)n(C)n(-c4ccccc4)c3=O)cc2)cc1 returned M1 PAM parental -11, CHRM4 antagonist 1, CHO-K1 Ca antag 3, M4 ag 0, CHRM5 antagonist 0, M5 PAM -7, M4 PAM 7, CHO-K1 Ca ag -0.4 and CHRM5 agonist -1.
For C[C@H](CO)N1C[C@H](C)[C@@H](CN(C)C(=O)CCCN(C)C)OCc2cn(nn2)CCCC1=O the results were M1 PAM parental 3, CHRM4 antagonist -15, CHO-K1 Ca antag -10, M4 ag 1, CHRM5 antagonist 9, M5 PAM -3, M4 PAM 4, CHO-K1 Ca ag -0.1 and CHRM5 agonist 1.
COCCCn1c(SCC(=O)NCc2ccco2)nc2sc3c(c2c1=O)CCC3 was read as M1 PAM parental 16, CHRM4 antagonist -2, CHO-K1 Ca antag -15, M4 ag 1, CHRM5 antagonist -1, M5 PAM -3, M4 PAM -1, CHO-K1 Ca ag 2.2 and CHRM5 agonist 4.
Screening CC(=O)N/C(=N/c1nc(C)cc(C)n1)Nc1cccc(C)c1C returned M1 PAM parental 8, CHRM4 antagonist -13, CHO-K1 Ca antag -2, M4 ag 2, CHRM5 antagonist -6, M5 PAM 12, M4 PAM -1, CHO-K1 Ca ag 0.4 and CHRM5 agonist -2.
Screening Cc1ccc(NS(=O)(=O)c2cccc(C(=O)NCC(c3ccco3)N3CCCC3)c2)cc1 (stereo unspecified) returned M1 PAM parental -14, CHRM4 antagonist 0, CHO-K1 Ca antag -1, M4 ag 6, CHRM5 antagonist 13, M5 PAM -10, M4 PAM -2, CHO-K1 Ca ag 1.9 and CHRM5 agonist -4.
Screening COCCNC(=O)C(c1ccc(F)cc1)N(C(=O)CCC(=O)Nc1ccccn1)c1ccc(C)cc1 (stereo unspecified) returned M1 PAM parental 10, CHRM4 antagonist 23, CHO-K1 Ca antag -10, M4 ag 16, CHRM5 antagonist 29*, M5 PAM 13, M4 PAM 30*, CHO-K1 Ca ag 1.8 and CHRM5 agonist 1.
For COc1cccc(C(c2nnnn2Cc2ccc(F)cc2)N2CCC(C(N)=O)CC2)c1OC (stereo unspecified) the results were M1 PAM parental 0, CHRM4 antagonist -4, CHO-K1 Ca antag -1, M4 ag 0, CHRM5 antagonist 0, M5 PAM -3, M4 PAM -4, CHO-K1 Ca ag 0.0 and CHRM5 agonist -2.
`CCCCN(C(=O)c1ccc(N(C)S(=O)(=O)c2ccc(C)cc2)cc1)c1c(N)n(CCCC)c(=O)[nH]c1=O` gave M1 PAM parental 1, CHRM4 antagonist 0, CHO-K1 Ca antag -8, M4 ag 1, CHRM5 antagonist -2, M5 PAM -1, M4 PAM 1, CHO-K1 Ca ag 0.9 and CHRM5 agonist 4.
For CC(=O)NCCN=Cc1sc2ccccc2c1O the results were M1 PAM parental 14, CHRM4 antagonist -4, CHO-K1 Ca antag -6, M4 ag 1, CHRM5 antagonist 2, M5 PAM 10, M4 PAM 0, CHO-K1 Ca ag -0.2 and CHRM5 agonist -5.
`Cc1ccc(-n2nc(C)c(/C=N/NC(=O)c3cccnc3)c2Cl)cc1` gave M1 PAM parental -13, CHRM4 antagonist 3, CHO-K1 Ca antag 11, M4 ag 4, CHRM5 antagonist -7, M5 PAM 1, M4 PAM -5, CHO-K1 Ca ag 1.0 and CHRM5 agonist 8.

Brought forward from above: three entries, then new ones.
`CCCCN(C(=O)c1ccc(N(C)S(=O)(=O)c2ccc(C)cc2)cc1)c1c(N)n(CCCC)c(=O)[nH]c1=O` gave M1 PAM parental 1, CHRM4 antagonist 0, CHO-K1 Ca antag -8, M4 ag 1, CHRM5 antagonist -2, M5 PAM -1, M4 PAM 1, CHO-K1 Ca ag 0.9 and CHRM5 agonist 4.
For CC(=O)NCCN=Cc1sc2ccccc2c1O the results were M1 PAM parental 14, CHRM4 antagonist -4, CHO-K1 Ca antag -6, M4 ag 1, CHRM5 antagonist 2, M5 PAM 10, M4 PAM 0, CHO-K1 Ca ag -0.2 and CHRM5 agonist -5.
`Cc1ccc(-n2nc(C)c(/C=N/NC(=O)c3cccnc3)c2Cl)cc1` gave M1 PAM parental -13, CHRM4 antagonist 3, CHO-K1 Ca antag 11, M4 ag 4, CHRM5 antagonist -7, M5 PAM 1, M4 PAM -5, CHO-K1 Ca ag 1.0 and CHRM5 agonist 8.
`Cc1ccccc1N1CC(C(=O)Nc2ccc(S(=O)(=O)N3CCCCC3)cc2)CC1=O` (stereo unspecified) gave M1 PAM parental 2, CHRM4 antagonist 17, CHO-K1 Ca antag -11, M4 ag 1, CHRM5 antagonist 7, M5 PAM 1, M4 PAM -3, CHO-K1 Ca ag 0.7 and CHRM5 agonist -3.
`COc1ccc2c(c1)CC/C(=C\Nc1ccc3c(c1)OCO3)C2=O` gave M1 PAM parental 11, CHRM4 antagonist -8, CHO-K1 Ca antag -1, M4 ag 1, CHRM5 antagonist -9, M5 PAM -1, M4 PAM 9, CHO-K1 Ca ag 1.9 and CHRM5 agonist 0.
For Cc1cccc(NC(=O)c2nc[nH]c2C(=O)N2CCN(C(=O)OC(C)(C)C)CC2)c1 the results were M1 PAM parental -18, CHRM4 antagonist -4, CHO-K1 Ca antag -12, M4 ag 1, CHRM5 antagonist 8, M5 PAM -3, M4 PAM 12, CHO-K1 Ca ag -0.3 and CHRM5 agonist 0.
For COCCN(C(=O)Cc1cccs1)C(C(=O)NCc1ccc(OC)cc1)c1ccc(C)cc1 (stereo unspecified) the results were M1 PAM parental 6, CHRM4 antagonist -3, CHO-K1 Ca antag -14, M4 ag 21, CHRM5 antagonist 4, M5 PAM -13, M4 PAM -4, CHO-K1 Ca ag 7.6 and CHRM5 agonist 6.
Screening CN(CC(=O)NCC1CCCCC1)CC(=O)Nc1ccccc1Br returned M1 PAM parental 2, CHRM4 antagonist -6, CHO-K1 Ca antag -2, M4 ag 2, CHRM5 antagonist 11, M5 PAM -4, M4 PAM 7, CHO-K1 Ca ag 0.1 and CHRM5 agonist -3.
Screening CCCC(=O)Nc1ccc(Oc2ccc(NC(=O)CCC)cc2)cc1 returned M1 PAM parental 10, CHRM4 antagonist 11, CHO-K1 Ca antag -5, M4 ag 0, CHRM5 antagonist 2, M5 PAM -4, M4 PAM -3, CHO-K1 Ca ag 0.6 and CHRM5 agonist -3.
Screening CC(C)CNC(=S)N1CCN(c2nc(-c3ccc(Cl)cc3)cs2)CC1 returned M1 PAM parental 12, CHRM4 antagonist 23, CHO-K1 Ca antag 16, M4 ag 10, CHRM5 antagonist 14, M5 PAM -17, M4 PAM -9, CHO-K1 Ca ag 6.9 and CHRM5 agonist 2.
`O=C(Nc1cccc(C(F)(F)F)c1)c1cc(-c2ccco2)on1` gave M1 PAM parental 1, CHRM4 antagonist -8, CHO-K1 Ca antag -7, M4 ag 0, CHRM5 antagonist 8, M5 PAM -1, M4 PAM -2, CHO-K1 Ca ag -0.9 and CHRM5 agonist -5.
Screening CCCOc1ccc(/C=C/C(=O)NC2CCCCC2)cc1OC returned M1 PAM parental 11, CHRM4 antagonist 1, CHO-K1 Ca antag -16, M4 ag 0, CHRM5 antagonist 6, M5 PAM -2, M4 PAM -2, CHO-K1 Ca ag 0.4 and CHRM5 agonist -3.
C=CCCO[C@@H]1O[C@@H](C)[C@H](O)C[C@H]1O was read as M1 PAM parental 15, CHRM4 antagonist 0, CHO-K1 Ca antag -13, M4 ag 2, CHRM5 antagonist -1, M5 PAM 10, M4 PAM 8, CHO-K1 Ca ag 0.8 and CHRM5 agonist 2.
CCCCN1CC(=O)N2[C@H](c3ccc(OC)cc3)[C@@H]3C(=O)N(CC)C(=O)[C@@H]3[C@]2(Cc2ccccc2)C1=O was read as M1 PAM parental 14, CHRM4 antagonist 7, CHO-K1 Ca antag -6, M4 ag 0, CHRM5 antagonist 10, M5 PAM 0, M4 PAM 4, CHO-K1 Ca ag 0.7 and CHRM5 agonist 2.
`O=c1cc(CSc2nnc(-c3cccnc3)n2-c2ccccc2F)nc2sccn12` gave M1 PAM parental 0, CHRM4 antagonist -7, CHO-K1 Ca antag -8, M4 ag 2, CHRM5 antagonist 9, M5 PAM -2, M4 PAM 3, CHO-K1 Ca ag 0.6 and CHRM5 agonist -2.
`CC(=O)N1CCN(c2ccccc2NC(=O)c2ccc(C#N)cc2F)CC1` gave M1 PAM parental 5, CHRM4 antagonist 2, CHO-K1 Ca antag -5, M4 ag 2, CHRM5 antagonist 0, M5 PAM 2, M4 PAM 0, CHO-K1 Ca ag 13 and CHRM5 agonist -1.
For Cc1ccccc1Nc1nc(N)nc(COC(=O)CC2CC3CCC2C3)n1 (stereo unspecified) the results were M1 PAM parental 5, CHRM4 antagonist -6, CHO-K1 Ca antag -13, M4 ag 0, CHRM5 antagonist -4, M5 PAM 5, M4 PAM 9, CHO-K1 Ca ag -0.2 and CHRM5 agonist 1.
Screening COc1ccc(N(C(=O)c2ccco2)S(=O)(=O)c2cc(Cl)c(Cl)cc2Cl)cc1 returned M1 PAM parental 5, CHRM4 antagonist 12, CHO-K1 Ca antag -20, M4 ag 0, CHRM5 antagonist -4, M5 PAM -3, M4 PAM 3, CHO-K1 Ca ag 4.0 and CHRM5 agonist -2.
Screening COc1cc2oc(=O)cc(-c3cccc(-c4ccc(C(F)(F)F)cc4)c3)c2c(OC)c1OC returned M1 PAM parental 22, CHRM4 antagonist -9, CHO-K1 Ca antag -21, M4 ag 0, CHRM5 antagonist -10, M5 PAM 0, M4 PAM 7, CHO-K1 Ca ag 0.8 and CHRM5 agonist -1.
`Cc1cc(C)cc(NC(=O)CSc2nc3[nH]c(=O)cc(O)c3s2)c1` gave M1 PAM parental 6, CHRM4 antagonist -10, CHO-K1 Ca antag -12, M4 ag 1, CHRM5 antagonist 4, M5 PAM -2, M4 PAM 8, CHO-K1 Ca ag 0.5 and CHRM5 agonist -1.
